# V1aR counter: counter-screen for oxytocin receptor agonists: human V1a receptor agonists | CHO-V1R cells, Fluo-8 calcium fluorescence, agonist mode; 0% DMSO, 100% 3 nM vasopressin | activation, % at 3 µM | 0.25% of 320,000 active;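 active = activation above the mean activation of all tested compounds plus 3 SD, per screening run, cut at about 20% in these data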;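 also: signal is peak over basal fluorescence ratio across a 100 second FLIPR read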
# Target sequence (P37288 whole entry, looked up): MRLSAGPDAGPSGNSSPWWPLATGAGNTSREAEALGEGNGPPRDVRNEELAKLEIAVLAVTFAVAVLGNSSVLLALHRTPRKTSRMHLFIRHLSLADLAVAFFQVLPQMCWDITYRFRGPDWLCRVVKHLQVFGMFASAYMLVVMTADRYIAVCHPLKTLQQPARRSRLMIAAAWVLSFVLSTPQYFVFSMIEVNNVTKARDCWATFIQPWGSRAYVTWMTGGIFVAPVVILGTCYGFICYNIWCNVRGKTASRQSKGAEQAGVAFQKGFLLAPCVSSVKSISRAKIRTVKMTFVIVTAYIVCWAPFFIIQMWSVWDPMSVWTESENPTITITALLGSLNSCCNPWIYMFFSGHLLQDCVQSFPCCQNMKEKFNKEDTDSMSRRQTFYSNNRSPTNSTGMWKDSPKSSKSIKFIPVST
# OXTR agonist: agonists of human oxytocin receptor; CHO-OTR cells, Fluo-8 calcium fluorescence; normalized: DMSO 0%, oxytocin 100%; activation, % at 3 µM; 0.32% of 320,000 active; AID 2435;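 active = activation above the mean of all tested compounds plus 3 SD, cutoff set per screening run, cut at about 20% in these data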;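 also: peak over basal fluorescence ratio from a 100 s FLIPR kinetic read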
# Target sequence (P30559 whole entry, looked up): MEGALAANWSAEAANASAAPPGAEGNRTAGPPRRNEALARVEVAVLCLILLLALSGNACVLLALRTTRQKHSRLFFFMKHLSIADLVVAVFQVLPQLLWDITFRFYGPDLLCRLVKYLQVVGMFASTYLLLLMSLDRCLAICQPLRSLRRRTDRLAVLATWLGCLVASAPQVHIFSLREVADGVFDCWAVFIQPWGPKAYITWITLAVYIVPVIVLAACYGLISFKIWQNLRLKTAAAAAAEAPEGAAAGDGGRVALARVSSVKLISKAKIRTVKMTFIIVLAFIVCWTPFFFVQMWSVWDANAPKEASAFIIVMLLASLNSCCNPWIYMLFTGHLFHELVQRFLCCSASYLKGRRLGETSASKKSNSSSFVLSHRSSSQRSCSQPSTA
# GalR3 antagonist: antagonists of human GalR3. inhibition, % at 3 µM. AID 651719. 0.44% of 360,000 active. HEK293 GalR3-CNG cAMP membrane potential fluorescence; galR3 body fused to GalR1 C-terminus;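 active = inhibition above the screen-wide average plus 3 SD, cut at about 13% in these data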;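 also: forskolin and galanin both at EC90 stimulate the cells; cAMP rise reported by CNG channel membrane potential dye signal; 0% = forskolin plus galanin with DMSO and 100% = forskolin alone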
# Active calls of the source: *.
SMILES,V1aR counter,OXTR agonist,GalR3 antagonist
Cc1ccc(C(=O)NCC(=O)OCC(=O)Nc2cc(S(=O)(=O)N3CCOCC3)ccc2C)cc1,-1.2,-0.3,-2.5
CNC(=O)c1c(NC(=O)CCS(=O)(=O)c2ccc(F)cc2)sc(C)c1C,-0.1,0.1,-4.5
COc1ccc(CCN(C)C(=O)c2c(C)noc2C)cc1OC,0.5,1.4,-5.1
O=C(OCC(=O)N1CCCc2ccccc21)c1ccccc1[N+](=O)[O-],3.4,-0.1,-2.0
Cc1ccc(NC(=O)COC(=O)C2(CC(=O)NC(C)C)CCCC2)cc1C,0.9,-2.0,-5.3
CCCN(CC(=O)Nc1ccccc1C)C(=O)c1ccc(S(=O)(=O)N2CCCC2)cc1,-1.1,-0.2,-3.2
COc1ccc(NC(=O)CN(C)C(=O)c2cccc(-n3cccc3)c2)cc1,-0.4,-0.8,-3.8
O=C(COC(=O)CCN=C1NS(=O)(=O)c2ccccc21)NNC(=O)c1ccc(Cl)cc1,1.1,0.2,-4.2
CC(=O)NS(=O)(=O)c1ccc(NC(=O)COc2cccc3c2OC(C)(C)C3)cc1,-0.1,0.4,-2.4
COc1ccccc1N1CCN(C(=O)C(C)NC(=O)c2ccco2)CC1 (stereo not drawn),1.0,0.9,-0.7
COc1ccccc1C(CNC(=O)C(CCSC)NS(=O)(=O)c1ccccc1F)N1CCCC1 (stereo not drawn),-0.7,-0.6,-4.0
O=C(O)c1cc(=O)c2ccccc2[nH]1,0.5,-0.1,-4.0
Cc1ccc(S(=O)(=O)Nc2cccc(-c3ccc4nncn4n3)c2)cc1,1.8,0.7,-6.5
COc1cc(C(=O)N2CCN(c3ccccc3Cl)CC2)ccc1OCC(=O)N1CCOCC1,1.4,1.2,0.6
CCN(CC)c1ccc(-c2nnc(SCC(=O)N(CCOC)c3c(N)n(CC(C)C)c(=O)[nH]c3=O)o2)cc1,-0.1,-0.6,2.8
COc1ccc(C(=O)NNC(=O)COC(=O)c2sccc2C)cc1,0.5,0.7,-6.0
CCc1ccc(OCC(=O)NNC(=O)C2CCN(c3ncnc4sc(C)c(C)c34)CC2)cc1,2.7,0.0,2.2
CC(C)[C@H](NC(=O)c1ccc(Br)cc1)C(=O)NC1CCCCC1,-0.9,-2.1,0.3
CN1CCN(C(=O)c2cccc(S(=O)(=O)N3CCCC3)c2)CC1,0.7,1.6,0.4
CC(C)Cc1ccc(C2=CSC3=NCCN23)cc1,0.9,0.1,-8.3
Cc1ccc(C)c(OCC(=O)NCC(C)(C)N2CCOCC2)c1,0.1,0.2,-4.0
O=C(NCCS(=O)(=O)N1CCCCCC1)c1ccc(F)cc1,-0.9,-0.4,-1.1
CCN(CC(=O)NC(=O)Nc1ccccc1F)Cc1ccccc1,-0.9,-2.7,8.3
CCOC(=O)c1ccc(-c2c(-c3ccccc3OC)sc3ccc(OC)cc23)cc1F,1.0,0.4,-1.9
COc1ccc(C(=O)NCCc2ccc(C(F)(F)F)cc2)cc1S(=O)(=O)N1CCOCC1,3.4,4.1,-4.2
COc1cccc(NC(=O)CN(C)C(=O)c2sc3cc(Cl)ccc3c2Cl)c1,0.7,0.8,-2.8
CC1(C)CC(C(=O)Nc2ccccc2)C(=O)O1 (stereo not drawn),-1.5,1.0,-6.3
O=C(CCc1ccccc1)Nc1cc2c(cc1C(=O)O)OCCCO2,0.9,0.0,-4.7
CCOc1ccc(NC(=O)CN(C)C(=O)c2ccccc2SCc2c(C)noc2C)cc1OCC,-0.5,-2.0,0.7
COc1ccc(NC(=O)c2ccc(OC)c(S(=O)(=O)N3CCCCC3C)c2)cn1 (stereo not drawn),-0.5,-0.3,-3.4
Cc1ccc(S(=O)(=O)N2[C@@H](c3ccc(Br)cc3)C(C(=O)O)=CC[C@H]2c2ccc(Cl)c(Cl)c2)cc1,-1.0,-0.6,-6.1
CCOc1ccc(NC(=O)CN(C)C(=O)c2cc(-c3ccncc3)nc3ccccc23)cc1OCC,-0.6,-1.3,-2.0
COc1ccc(NC(C)=O)cc1S(=O)(=O)N(C)Cc1c(C)nn(-c2ccccc2)c1C,-0.3,0.1,-6.6
CCc1noc(C)c1C(=O)Nc1ccc(F)c(F)c1F,-0.2,-0.5,-4.3
Cc1cc(C)c(OCC(=O)Nc2ccccc2N2CCCCC2)c(C)c1,-0.3,-0.7,1.7
COc1ccc(CCC(=O)N2CCN(S(=O)(=O)c3cccc(Cl)c3)CC2)cc1,0.9,0.7,-4.4
CCCN(CC(=O)Nc1ccccc1C)C(=O)CC(NC(=O)c1ccccc1)c1ccccc1 (stereo not drawn),1.3,0.8,-1.9
O=C(NCC(=O)N1CCN(S(=O)(=O)c2ccc3c(c2)OCCO3)CC1)c1ccccc1Cl,0.2,-1.9,-0.9
Cc1csc2nc(COC(=O)CNC(=O)c3ccc(Cl)cc3)cc(=O)n12,0.3,0.0,3.5
COc1ccc(C#Cc2c(-c3ccccc3)n(-c3ccccc3)c3ccc(CO)cc23)cc1,0.5,-0.2,-4.5
O=C(NC(=S)N1CCN(c2ccccc2)CC1)c1ccco1,0.8,0.9,-3.9
CCOP(=O)(OCC)C(Nc1ccccc1)c1ccc2c(c1)OCO2 (stereo not drawn),-0.4,-0.3,-4.4
CC1CCCCC1NC(=O)COC(=O)c1ccc2c(=O)n3c(nc2c1)CCC3 (stereo not drawn),1.2,0.1,-3.2
CCOc1ccc(C(C)=O)cc1COC(=O)CNC(=O)c1cccs1,-1.3,-1.5,-0.1
CC(Oc1ccc(C#N)cc1)C(=O)N1CC=C(c2ccccc2)CC1 (stereo not drawn),3.4,1.9,-2.1
C#CCOCCOCCOCCNc1nc(N2CCOCC2)nc(N2CCN(C(=O)CCCCCCCCCCNC(=O)[C@@H]([C@H](C)CC)n3cc(CCCCCN)nn3)CC2)n1,0.4,-0.4,-3.6
COC(=O)c1c(C)[nH]c(C(=O)C(C)OC(=O)c2c(C)noc2C)c1C (stereo not drawn),3.9,1.3,-0.6
Cc1cc(C)c(C(=O)COC(=O)c2nn(C)c(=O)c3ccccc23)cc1C,-0.2,-1.1,-7.5
CCN(CC(=O)NCc1cccs1)C(=O)COc1cccc(C(F)(F)F)c1,-0.1,0.6,-4.7
COc1ccc(-c2c(-c3ccc(C#N)cc3)oc(=O)c3cc(OC)c(OC)cc23)cc1,-0.6,-0.9,-1.7
CSCCC(NS(=O)(=O)c1ccccc1F)C(=O)NCc1cccs1 (stereo not drawn),-0.2,-0.6,-1.2
Cc1cc(C(=O)N(Cc2nnc(-c3ccc(Cl)cc3)o2)C(C)C)c2ccccc2n1,0.2,-1.2,-6.7
COc1ccc(O)c(/C=N/Nc2nc(C)cc(-c3ccccc3)n2)c1,-0.8,-3.2,0.1
Cc1c(Cl)cccc1-n1cnc(=O)c2ccccc21,5.8,-0.6,-3.0
NS(=O)(=O)c1ccc(CCNC(=O)COC(=O)CCc2c[nH]c3ccccc23)cc1,3.1,4.6,-3.2
C[C@@H]1CN([C@H](C)CO)C(=O)c2cccc(NC(=O)c3ccncc3)c2O[C@@H]1CN(C)Cc1ccc(C(=O)O)cc1,1.3,1.9,-2.5
COc1ccc(CNC(=O)CC2C[C@H](C(=O)N3CCOCC3)[C@@]3(CCC4CCCC4)c4[nH]c5ccccc5c4CCN3C2=O)cc1OC (stereo partly drawn),-1.5,-2.7,-5.5
CCOc1ccccc1NC(=O)COC(=O)C1CCC(=O)N1 (stereo not drawn),-0.2,3.4,-4.2
CC(=O)Oc1ccccc1C(=O)Oc1ccccc1C(=O)O,0.9,-0.7,-2.8
COc1ccc(NC(=O)C2=CC=CN3CCS(=O)(=O)N=C23)c(OC)c1,-0.6,-0.8,-3.6

# Copied from the list.
# CC(C)Cc1ccc(C2=CSC3=NCCN23)cc1 – OXTR agonist = 0.1
# COc1ccc(CCN(C)C(=O)c2c(C)noc2C)cc1OC – OXTR agonist = 1.4

# A second format for part of the listing above.
CSCCC(NS(=O)(=O)c1ccccc1F)C(=O)NCc1cccs1 (stereo not drawn)
  V1aR counter: -0.2
  OXTR agonist: -0.6
  GalR3 antagonist: -1.2
CCOc1ccccc1NC(=O)COC(=O)C1CCC(=O)N1 (stereo not drawn)
  V1aR counter: -0.2
  OXTR agonist: 3.4
  GalR3 antagonist: -4.2

# Continuation:
SMILES,V1aR counter,OXTR agonist,GalR3 antagonist
CS(=O)(=O)c1ccc(Cl)c(NC(=O)C2CCN(S(=O)(=O)c3cccs3)CC2)c1,1.1,-0.2,-2.4
Cc1ccc(S(=O)(=O)N(CC(=O)NCc2ccccc2Cl)C(=O)N2CCN(C)CC2)cc1,1.2,0.5,-4.0
CC(C)(C)OC(=O)C[C@@H]1C/C=C\C[C@@H](CC(=O)NCCO)C(=O)NCCOC1=O,0.8,-0.6,0.6
NC(=O)C1CCN(c2oc(-c3ccc(F)cc3)nc2S(=O)(=O)c2ccccc2)CC1,-0.3,0.4,-5.1
Cc1cc[n+](CC[n+]2ccc(C)cc2)cc1,1.2,0.0,-7.5
COc1cccc(-c2ccc3ncnc(N(C)Cc4ccco4)c3c2)c1,-1.1,-2.3,-6.9
C[C@H](CO)N1C[C@H](C)[C@@H](CN(C)S(=O)(=O)c2ccc(F)cc2)Oc2c(NC(=O)Cc3ccccc3)cccc2C1=O,1.2,0.1,-0.2
Cc1cc(C(=O)COC(=O)c2cccc(NS(C)(=O)=O)c2)c(C)n1CC1CCCO1 (stereo not drawn),0.6,2.6,-4.2
CC(C)[C@H](NC(=O)c1ccc(F)cc1)C(=O)N(C)Cc1cccs1,-0.7,-1.0,-1.7
CNc1cc(=O)n(C)c(=O)n1-c1ccccc1,0.8,2.3,4.4
O=[N+]([O-])c1ccc(S(=O)(=O)NCC(c2cccnc2)N2CCc3ccccc32)cc1 (stereo not drawn),-1.1,-0.8,-1.1
Cc1ccc(NC(=O)COC(=O)Cn2ccc(=O)[nH]c2=O)cc1C,0.9,1.0,-5.1
CC(C)(O)c1cc2ccccc2c(=O)o1,-0.4,0.2,-8.0
Nc1cccnc1S(=O)(=O)c1cccc(C(F)(F)F)c1,0.1,0.4,-5.3
Cc1cccc(NC(=O)CSCC(=O)Nc2cc(Cl)ccc2N2CCOCC2)c1,-0.5,-2.2,-2.0
CCCCNc1c(-c2ccc(SC3CCCCC3)c(OC)c2)nc2ccc(Cl)cn12,-0.8,-1.9,-5.8
COc1cc2c(cc1OC)CN(C(=O)C1CCCN(C(=O)c3ccc(Cl)cc3)C1)CC2 (stereo not drawn),1.3,-1.0,-6.1
CC(C)NC(=O)CSc1ccccc1C(=O)NNC(=O)Cn1ccc(C(F)(F)F)n1,0.0,0.1,-2.9
CCOC(=O)c1cc(-c2ccccc2C)nn1Cc1cc(C)no1,-1.0,-2.4,-4.8
COc1ccc2oc(C(=O)OCC(=O)N3CCN(C(C)=O)CC3)c(C)c2c1,-0.5,0.5,-2.4
Cn1c(C(=O)NN)cc2cc(OCc3ccccc3)ccc21,1.0,0.4,8.0
Cc1ccc(-c2cc(C(=O)OCC(=O)N(C)c3c(N)n(Cc4ccccc4)c(=O)[nH]c3=O)c3ccccc3n2)o1,-0.6,-1.8,-3.5
Cc1ccc(C(=O)N2CCN(c3ccc(C(F)(F)F)cn3)CC2)o1,4.4,2.3,0.0
Cc1cccn2c(=O)nc(SCC(=O)Nc3ccc4c(c3)OCCO4)nc12,-1.4,-2.4,2.9
Cc1cc(OCCCC(=O)NCCc2nnc3ccccn23)ccc1Cl,1.3,0.3,-2.7
O=C(NCC(c1ccco1)N1CCc2ccccc2C1)C(=O)Nc1cc(F)ccc1F (stereo not drawn),1.9,-0.6,-3.2
CCOc1ccc(C(=O)Nc2ccc(S(=O)(=O)N3C[C@@H]4C[C@@H](C3)c3cccc(=O)n3C4)cc2)cc1,-0.2,-1.1,-2.2
CC(=O)c1cccc(OC(=O)c2cc(S(=O)(=O)N3CCOCC3)ccc2N2CCCC2)c1,0.3,-2.2,-1.4
Cc1ccc(S(=O)(=O)N2CCC(C(=O)OC(C)C(=O)N(C)c3ccccc3)CC2)cc1C (stereo not drawn),2.6,-1.9,2.1
Cc1cc(C)c(NC(=O)COC(=O)C2CCCCC2)c(C)c1,0.1,-1.1,2.1
Cc1cccc(OCC(=O)NNC(=O)C2CCN(c3ncnc4sc(C)c(C)c34)CC2)c1,2.0,1.9,-5.3
O=C(NN1C(=O)NC2(CCCCC2)C1=O)c1cc(F)cc(F)c1,1.0,-0.6,-0.5
COc1cc(N)c(Cl)cc1C(=O)OCC(=O)NCc1cccs1,0.9,1.3,-6.0
Cc1ccc(CN(C)C(=O)c2cccc(S(=O)(=O)N3CCCC3)c2)cc1,2.3,0.3,-0.4
COc1ccccc1/C=C/C(=O)OCC(=O)N1CCCCC1,0.8,0.0,-5.6
Cc1ccc(C(=O)N2CCCC(C(F)(F)F)C2)cc1S(=O)(=O)N1CCOCC1 (stereo not drawn),1.0,0.5,-2.4
O=[N+]([O-])c1ccccc1S(=O)(=O)Nc1ccc(-c2ccc3nncn3n2)cc1,0.6,0.6,-3.2
O=C(COC(=O)c1ccc([N+](=O)[O-])o1)NCc1ccc(F)cc1,0.5,0.6,1.3
Cc1noc(C)c1CCC(=O)Nc1c(C(C)C)cccc1C(C)C,-0.5,-2.1,-4.4
O=C(CN1C(=O)NC2(CCCCC2)C1=O)Nc1ccc2c(c1)OCCCO2,0.7,-0.2,-5.6

# Screening data: PubChem, The Scripps Research Institute Molecular Screening Center

# A portion of the library (hit frequency here may not be typical).
